Source: PubChem BioAssay
GAA inh: qHTS Assay for Inhibitors of Human alpha-Glucosidase as a Potential Chaperone Treatment of Pompe Disease | Lysosomal alpha-glucosidase (Homo sapiens), P10253 | hit rate 0.005% among 200,000 | AID 1466, 2008 | Potency, µM (titrated, usually from 76.9 µM), without a hit: at the highest dose activity change, negative = inhibition, hits mostly inhibitors | purified human GAA, 4-MU-alpha-glucoside fluorescence;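 also: plate controls were uninhibited enzyme wells for no effect and no-enzyme background for full effect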
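Read-out is 4-methylumbelliferone fluorescence (Ex 365/Em 440 nm) after NaOH/glycine stop at pH 10. Enzyme 4 nM, substrate 400 uM, pH 5.0 citrate buffer, 20 min room temperature; AC50 from Hill-equation concentration-response.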
GAA glycogen mod: qHTS Assay for Inhibitors and Activators of Human alpha-Glucosidase Cleavage of Glycogen; Lysosomal alpha-glucosidase (Homo sapiens), P10253; hit rate 0.38% among 300,000; recombinant GAA, glycogen substrate, Amplex Red glucose oxidase fluorescence; Potency, µM (titrated, usually from 76.4 µM), inactives show at the highest dose activity change, negative = inhibition, hits mostly inhibitors;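 also: 0% = full enzyme reaction and -100% = no-enzyme basal signal; the screen sought inhibitors and activators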
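Recombinant enzyme (4 nM final) with compounds titrated up to 77 uM and bovine liver glycogen (30 ug) in citrate pH 5.0, 0.01% Tween-20, 37 C 40 min. Released glucose detected by Amplex Red/glucose oxidase (Ex 573/Em 610); AC50 from Hill fits.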
GAA spleen mod: qHTS Assay for Inhibitors and Activators of Human alpha-Glucosidase From Spleen Homogenate. Lysosomal alpha-glucosidase (Homo sapiens), P10253. human spleen homogenate, 4-MU-alpha-glucoside fluorescence. Potency, µM (top dose mostly 79.9 µM), for inactives: at the highest dose activity change, negative = inhibition, hits mostly inhibitors. hit rate 0.006% among 240,000;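 also: 0% = enzyme with vehicle and -100% = no enzyme basal signal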
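AC50 values come from Hill-equation fits of concentration-response data, normalized to no-enzyme and full-activity controls. Enzyme source: 1 ug human spleen homogenate; 1 mM fluorogenic 4-MU glucoside, pH 5.0 citrate buffer, 37 C, 40 min.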
TR SRC2 fluor cs: Total Fluorescence Counterscreen for Inhibitors of the Interaction of Thyroid Hormone Receptor and Steroid Receptor Coregulator 2; hit rate 0.29% among 280,000; Potency, µM (titrated, usually from 106 µM), for inactives: top-dose fluorescence change, negative = quenching; AID 1479, 2009; TRb/SRC2 Texas Red total fluorescence interference; active = well fitted curve in either direction with a large enough effect; inconclusive = small, poorly fitted or top-dose-only effect
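Human TRβ ligand-binding domain (0.6 uM) and Texas Red SRC2 peptide (20 nM) in Tris buffer with 1 uM T3 and 5% DMSO were incubated with pinned compound for 5 hr at ambient temperature. Total fluorescence was computed as S + 2P (555/632 nm).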
GoLoco inh red: qHTS Assay for Inhibitors of RGS12 GoLoco Motif Activity (Red Fluorophore); Guanine nucleotide-binding protein G(i) subunit alpha-1 (Homo sapiens), P63096; Gai1:RGS12 GoLoco peptide FP, rhodamine, 10 min; Potency, µM (highest dose often 61.6 µM), for inactives: top-dose activity, negative = inhibition, most hits filed as inhibitors; hit rate 0.44% among 230,000; active = well fitted inhibition curve with a large enough effect, not every such curve was filed as active; inactive = no such curve, though single readings can be large or run the other way; also: nearly all actives have a fitted effect of over 30% in size; many of its hits are not listed in these tables
Target sequence (P63096 whole entry, looked up): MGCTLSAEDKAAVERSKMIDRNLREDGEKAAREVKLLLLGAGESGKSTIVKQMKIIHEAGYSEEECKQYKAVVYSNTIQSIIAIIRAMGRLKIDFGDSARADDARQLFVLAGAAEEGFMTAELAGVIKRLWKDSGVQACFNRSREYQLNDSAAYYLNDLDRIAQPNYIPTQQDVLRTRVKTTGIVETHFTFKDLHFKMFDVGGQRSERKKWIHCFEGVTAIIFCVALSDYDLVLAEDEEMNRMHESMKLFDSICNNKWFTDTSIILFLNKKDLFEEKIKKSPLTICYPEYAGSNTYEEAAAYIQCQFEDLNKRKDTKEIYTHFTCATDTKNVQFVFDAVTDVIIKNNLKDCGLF
RECQ1 inh: qHTS Assay for Inhibitors of RecQ-Like Dna Helicase 1 (RECQ1); ATP-dependent DNA helicase Q1 (Homo sapiens), P46063; RECQ1 DNA unwinding, red fluorescence kinetic read; Potency, µM (doses to about 57.3 µM), for the others: top-dose activity, negative = inhibition, actives largely listed as inhibitors; hit rate 0.54% among 240,000; AID 2549, 2010;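 also: plate controls were vehicle for no effect and no enzyme for full effect; nearly all actives have a fitted effect of over 30% in size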
Target sequence (P46063 whole entry, looked up): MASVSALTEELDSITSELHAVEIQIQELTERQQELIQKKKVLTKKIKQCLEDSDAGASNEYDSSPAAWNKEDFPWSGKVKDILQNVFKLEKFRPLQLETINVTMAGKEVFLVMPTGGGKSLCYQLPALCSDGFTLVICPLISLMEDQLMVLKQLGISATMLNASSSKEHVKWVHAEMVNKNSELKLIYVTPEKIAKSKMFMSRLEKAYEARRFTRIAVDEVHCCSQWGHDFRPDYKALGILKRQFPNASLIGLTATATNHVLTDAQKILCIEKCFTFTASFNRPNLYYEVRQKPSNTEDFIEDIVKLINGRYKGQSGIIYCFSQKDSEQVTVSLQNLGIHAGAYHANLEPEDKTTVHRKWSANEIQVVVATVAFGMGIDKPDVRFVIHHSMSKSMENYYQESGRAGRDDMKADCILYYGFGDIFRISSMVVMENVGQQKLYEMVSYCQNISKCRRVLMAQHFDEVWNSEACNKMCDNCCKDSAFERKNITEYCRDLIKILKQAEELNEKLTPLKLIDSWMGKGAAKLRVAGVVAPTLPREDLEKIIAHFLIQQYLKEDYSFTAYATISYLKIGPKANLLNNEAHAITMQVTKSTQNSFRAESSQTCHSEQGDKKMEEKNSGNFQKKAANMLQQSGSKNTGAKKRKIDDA
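RECQ1T1 50 nM; forked duplex (20 bp + 30-nt ss tails) 200 nM, ATP 2 mM final; pH 8.0, 2 mM MgCl2, 2.5 ug/ml poly(dI-dC); 15 min compound preincubation; discontinuous kinetic read over 2 h at RT.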
TRb SRC2 PPI: qHTS for Inhibitors of the Interaction of Thyroid Hormone Receptor and Steroid Receptor Coregulator 2 | Potency, µM (series often up to 106 µM), inactives show at the highest dose activity change, negative = inhibition, hits mostly inhibitors | TRbeta-SRC2 peptide binding, fluorescence polarization; receptor liganded with 1 µM T3 | AID 1469, 2008 | Thyroid hormone receptor beta (Homo sapiens), P10828 | hit rate 0.065% among 280,000;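 also: plate controls were bound peptide for no effect and peptide without receptor for full effect; nearly all actives have a fitted effect of over 50% in size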
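Polarization signal, normalized between peptide-alone and full complex controls, measured compound effects on T3-liganded human TRb LBD (0.6 uM) binding 20 nM Texas Red SRC2 peptide after 5 hr.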
L3MBTL1 block: qHTS Assay for the Inhibitors of L3MBTL1; Lethal(3)malignant brain tumor-like protein 1 (Homo sapiens), Q9Y468; AlphaScreen L3MBTL1–H3K9me1 peptide binding; Potency, µM (highest dose often 57.1 µM), for inactives: at the highest dose activity, negative = inhibition, usual class: inhibitors; hit rate 0.66% among 230,000; also: nearly all actives have a fitted effect of over 60% in size
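AlphaScreen proximity signal between nickel-chelate acceptor and streptavidin donor beads (final 10 ug/mL) reports binding of 50 nM L3MBTL1 to 75 nM biotin-H3 K9me1 peptide; complex incubated with compounds 30 min at room temperature; cefsulodin titration as control.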
Starred values were filed as active, the others as inactive; i = inactive; ? = inconclusive; nt = no result given; & = joins results of further samples; [ ] = dose if it differs, or a comment. Unless noted, calls follow the shape of the dose curve; as a rule, active = well fitted curve in the direction sought with a large enough effect; inconclusive = small, poorly fitted or top-dose-only effect, or another doubt; inactive = no such curve, though single readings can be large; an effect the other way counts as inactive or inconclusive. Unless noted, % is scaled to controls: 0 for no effect and ±100 for the full control effect; potency is read from the fitted curve at half-maximal effect. Some of the compounds tested; the hit share may differ from the screen's.

Value order: GAA inh	GAA glycogen mod	GAA spleen mod	TR SRC2 fluor cs	GoLoco inh red	RECQ1 inh	TRb SRC2 PPI	L3MBTL1 block
- COCCn1c(=O)[nH]c2cc(C(=O)OC)ccc2c1=O
→ ?	-3%	23%	1%	-1%	0%	2%	2%
- Cn1c(C(=O)N2COCC2(C)C)cc2c(=O)n3ccccc3nc21
→ ?	6%	?	-2%	6%	-4%	-8%	-3%
- N/C(=N\OC(=O)c1cc(-c2ccccc2)nc2ccccc12)c1ccncc1
→ ?	2%	7%	0%	5%	0%	9%	-4%
- Cc1ccc(CSc2ccc(C(=O)N3CCOCC3)cc2[N+](=O)[O-])cc1
→ -3%	11%	7%	-1%	-11%	-14%	5%	nt
- O=C1CCCc2nc(N3CCCCC3)sc21
→ -6%	0%	-5%	-4%	0%	0%	-14%	-4%
- N#C/C(=C/C=C/c1ccccc1)C(=O)Nc1ccccc1
→ 15%	-3%	6%	-1%	11%	13%	-15%	-10%
- CCCn1c(=O)c(C(=O)c2ccccc2)nc2ccccc21
→ 0%	-12%	0%	-1%	12%	1%	-2%	-3%
- Cc1ccc(-n2nc(N)c3c(=O)oc(N(C)C)nc32)cc1
→ 0%	2%	-7%	-1%	-8%	-8%	-1%	10%
- Cc1nc(SCCO)c2oc3ccccc3c2n1
→ -11%	-5%	-1%	-3%	nt	i	-15%	16%
- Cc1nnc(NC(=O)CSc2nnc(Cc3cccn3C)n2-c2cccc(C)c2C)s1
→ -7%	-1%	-18%	-1%	4%	-4%	2%	-9%
- CCCCC(=O)Nc1ccc(Cl)cn1
→ -4%	-1%	-4%	0%	1%	i	1%	-2%
- CN(Cc1ccccc1)C(=O)COC(=O)c1ccc(Cl)cc1N
→ -12%	1%	0%	-4%	-1%	-3%	-3%	10%
- COc1ccc(Nc2nc(C(=O)N3CCc4ccccc4C3)cs2)cc1
→ ?	-10%	7%	-10%	3%	15%	-9%	3%
- COc1ccc(-c2cc(=O)[nH]c(=S)[nH]2)cc1
→ ?	6%	-5%	-6%	11%	i	-5%	3%
- Cc1nc(-c2ccccc2)sc1-c1nc(-c2cccs2)ncc1S(=O)(=O)c1ccccc1
→ 2%	7%	2%	4%	1%	i	1%	2%

The list continues.
Value order: GAA inh	GAA glycogen mod	GAA spleen mod	TR SRC2 fluor cs	GoLoco inh red	RECQ1 inh	TRb SRC2 PPI	L3MBTL1 block
- c1ccc(Cn2nnc3c(NCC4CCCO4)nc(C4CC4)nc32)cc1 (centres undefined)
→ 0%	-6%	-4%	0%	3%	-3%	-1%	18%
- O=C(c1cc2nc(-c3ccccc3)cc(C(F)(F)F)n2n1)N1CCOCC1
→ -3%	7%	-4%	-3%	-3%	-1%	8%	6%
- COC(=O)[C@@H]1C[C@H]1[C@@H](NS(=O)(=O)c1ccc2ccccc2c1)c1ccccc1
→ nt	nt	-1%	-2%	8%	i	1%	nt
- Cc1nnc(SCC(=O)N2c3ccccc3CC2C)[nH]c1=O (centres undefined)
→ -6%	-14%	7%	-2%	9%	-7%	12%	8%
- COC(=O)c1ccc(NC(=O)CN(C2CCCCC2)S(C)(=O)=O)cc1
→ -9%	8%	1%	-2%	3%	-2%	9%	nt
- Cc1ccc(SCCc2cc[n+](CC(=O)c3ccccc3)cc2)cc1
→ 4%	6%	3%	0%	13%	-11%	6%	5%
- O=C(Nc1ccc(Br)cc1)c1cccc(NC(=O)C2C3CC4OC(=O)C2C4C3)c1 (centres undefined)
→ -2%	-1%	0%	0%	-8%	-4%	-12%	nt
- C/C=C(\C)C(=O)OC1c2c(ccc3ccc(=O)oc23)OC(C)(C)C1OC(C)=O (centres undefined)
→ -8%	4%	-1%&-1%	4%&2%	4%&6%	-8%&0%	-2%&-1%	-5%
- COc1ccc(C(CC(=O)O)n2cnnn2)cc1 (centres undefined)
→ 4%	9%	2%	-2%	-7%	-4%	-5%	nt
- Oc1ccc(Cl)cc1C1=Nc2ccccc2N=C(c2ccco2)C1
→ 1%	1%	-2%	-2%	5%	-3%	-2%	-13%
- CSc1nc(-c2ccco2)nn1C(=O)c1ccc(Cl)cc1
→ -1%	-18%	-5%	1%	3%	0%	6%	nt
- COc1cc(C2NC(=O)CS2)cc(OC)c1OC (centres undefined)
→ -9%	-12%	-1%	-5%	7%	-11%	-3%	-3%
- Cc1cc(=O)n2[nH]c(-c3ccc(C(C)(C)C)cc3)cc2n1
→ -3%&-1%	3%&5%	-3%&-5%	-2%&-1%	3%&6%	-8%&-1%	1%&1%	2%
- COC(=O)c1cn(CC(=O)NCc2cccs2)c2ccccc12
→ 2%	-2%	-3%	2%	-10%	-11%	-2%	1%
- C=CCN1CCc2cc(O)c(O)cc2[C@H](c2ccccc2)C1
→ nt	nt	8%	-1%	5%	-19%	0%	nt

More compounds follow.
Value order: GAA inh	GAA glycogen mod	GAA spleen mod	TR SRC2 fluor cs	GoLoco inh red	RECQ1 inh	TRb SRC2 PPI	L3MBTL1 block
- Cc1ccc(S(=O)(=O)N(CC(=O)NCCSCc2ccco2)c2ccc(F)cc2)cc1
→ -9%	0%	0%	0%	6%	-8%	-3%	-11%
- CCN(CC(=O)Nc1ccc2c(c1)OCCO2)S(=O)(=O)c1ccc(C)cc1
→ -6%	-1%	-1%	-1%	11%	i	1%	nt
- CCn1c(=O)c2cc(C(=O)Nc3cc(C)on3)sc2c2ccccc21
→ ?	-1%	2%	-1%	6%	-13%	-3%	nt
- Cc1[nH]nc2c1/C(=N/O)CC(c1ccccc1)C2 (centres undefined)
→ -5%	14%	-1%	1%	-3%	i	-22%	30%[activator]
- Cc1cc(C)c(S(=O)(=O)N2CCN(CCO)CC2)c(C)c1
→ -4%	10%	4%	-6%	0%	-4%	-2%	nt
- COc1ccc(C(=O)Nc2cccc(C(C)=O)c2)cc1OC
→ -3%	11%	-16%	1%	3%	i	-10%	0%
- COc1ccc(-c2ccc(CCC(=O)O)n2NC(=O)c2cccs2)cc1
→ 3%	3%	-6%	-1%	1%	0%	15%	20%[11.4 µM]
- CCCCn1c(N)c(N(CCOC)C(=O)COc2ccc(Cl)cc2)c(=O)[nH]c1=O
→ 6%	29%	2%	2%	3%	i	-8%	3%
- CCC(C)c1ccc(O)c(NC(=O)c2cccnc2)c1 (centres undefined)
→ -5%	?	-5%	1%	-2%	i	-9%	nt
- CN1CCc2c(sc(N)c2C(N)=O)C1
→ 8%	22%	6%	7%	6%	-13%	-16%	-6%
- Cc1cccc(CSCCNC(=O)Nc2ccccc2)c1
→ -13%	6%	-2%	-1%	6%	-3%	0%	3%
- COCCN(CCOC)S(=O)(=O)c1ccc(C(=O)Nc2nc(-c3ccccc3)c(C(=O)c3ccccc3)s2)cc1
→ 0%	8%	1%	0%	1%	-12%	-4%	-14%
- Cc1ccccc1NC(=O)CCC(=O)OCC(=O)c1cccc([N+](=O)[O-])c1
→ 14%	5%	4%	-1%	2%	i	-1%	13%
- O=c1cc(-c2ccccc2)oc2c1ccc1ccccc12
→ nt	nt	-12%	-1%	5%	1%	1%	nt
- COC(=O)C(CC(C)C)NC(=O)C(Cc1ccccc1)NC(=O)C1CCCN1C(=O)OC(C)(C)C (centres undefined)
→ 1%	-7%	6%	-7%	-2%	-1%	3%	1%

(more compounds)
Value order: GAA inh	GAA glycogen mod	GAA spleen mod	TR SRC2 fluor cs	GoLoco inh red	RECQ1 inh	TRb SRC2 PPI	L3MBTL1 block
- Cc1oc(-c2cccc(Cl)c2)nc1CN(C)C1CCOC1 (centres undefined)
→ 1%	5%	5%	1%	14%	35%[activator]	-3%	21%
- COc1ccc(-c2nc(CSCC(=O)NCCC3=CCCCC3)c(C)o2)cc1OC
→ -8%	-9%	-4%	1%	5%	3%	9%	nt
- CC1CCN(C(=S)Nc2cccc(S(=O)(=O)N(C)C)c2)CC1
→ 7%	-16%	0%	-2%	-18%	-1%	-8%	-7%
- c1ccc(-c2cc(N3CCOCC3)nc3ccccc23)cc1
→ 2%	2%	-20%	-3%	-3%	-5%	-17%	nt
- CCOC(=O)c1c(-c2ccccc2)nc2cc(C)ccn12
→ 11%	-3%	-8%	1%	-5%	4%	-19%	-1%
- Cc1ccc(NC(=O)CCC(=O)NNC(=O)COc2ccccc2)c(C)c1
→ 4%	11%	-5%	-1%	9%	-1%	-3%	2%
- COc1ccc([N+](=O)[O-])cc1COc1cc(C)cc2oc(=O)cc(-c3ccccc3)c12
→ -4%	-6%	-6%	0%	3%	i	-19%	8%
- CC1(C)c2ssc(=S)c2-c2ccccc2N1C(=O)CSC1=NCCS1
→ -7%	1%	-10%	-2%	8%	3%	2%	14µM*
- COc1cccc([C@@H]2Oc3ccc(Br)cc3C[C@H]2OC(=O)NS(=O)(=O)c2ccc(C)cc2)c1
→ nt	nt	-4%	-3%	6%	0%	1%	nt
- CCC/C=C1/CCCOC(C(=O)NCCN2CCOCC2)(C(F)(F)F)C1 (centres undefined)
→ nt	nt	-5%	-2%	nt	1%	0%	nt
- COc1ccc(C(CC(=O)NC(C)(C)C)n2cccc2)cc1 (centres undefined)
→ 5%	2%	-5%	-3%	9%	-10%	1%	-5%
- CC(C)(C)C(=O)CN1CCN(S(=O)(=O)c2ccc(F)cc2)CC1
→ 4%	-7%	-10%	2%	-9%	-4%	-2%	-5%
- O=C(Cn1nc(-c2ccc(N3CCOCC3)c([N+](=O)[O-])c2)c2ccccc2c1=O)N1CCCCC1
→ 1%	7%	-12%	-2%	-10%	i	-15%	nt
